MBD2 DNA inh: inhibitors of human MBD2 binding to methylated oligonucleotide. AID 686964. inhibition, % at 4.4 µM. TR-FRET. 370,000 tested, 0.31% active; in the data active = inhibition above about 13%
NPR1 activator: GC-A (human) enzyme activation; P16066; HEK293 GC-A cells, cGMP TR-FRET, EC30 ANP; 0% at EC30 ANP, 100% saturating ANP; activation, % at 10 µM; 370,000 tested, 0.14% active; AID 1671463; in the data active = activation above about 40%
Target sequence (P16066 whole entry, looked up): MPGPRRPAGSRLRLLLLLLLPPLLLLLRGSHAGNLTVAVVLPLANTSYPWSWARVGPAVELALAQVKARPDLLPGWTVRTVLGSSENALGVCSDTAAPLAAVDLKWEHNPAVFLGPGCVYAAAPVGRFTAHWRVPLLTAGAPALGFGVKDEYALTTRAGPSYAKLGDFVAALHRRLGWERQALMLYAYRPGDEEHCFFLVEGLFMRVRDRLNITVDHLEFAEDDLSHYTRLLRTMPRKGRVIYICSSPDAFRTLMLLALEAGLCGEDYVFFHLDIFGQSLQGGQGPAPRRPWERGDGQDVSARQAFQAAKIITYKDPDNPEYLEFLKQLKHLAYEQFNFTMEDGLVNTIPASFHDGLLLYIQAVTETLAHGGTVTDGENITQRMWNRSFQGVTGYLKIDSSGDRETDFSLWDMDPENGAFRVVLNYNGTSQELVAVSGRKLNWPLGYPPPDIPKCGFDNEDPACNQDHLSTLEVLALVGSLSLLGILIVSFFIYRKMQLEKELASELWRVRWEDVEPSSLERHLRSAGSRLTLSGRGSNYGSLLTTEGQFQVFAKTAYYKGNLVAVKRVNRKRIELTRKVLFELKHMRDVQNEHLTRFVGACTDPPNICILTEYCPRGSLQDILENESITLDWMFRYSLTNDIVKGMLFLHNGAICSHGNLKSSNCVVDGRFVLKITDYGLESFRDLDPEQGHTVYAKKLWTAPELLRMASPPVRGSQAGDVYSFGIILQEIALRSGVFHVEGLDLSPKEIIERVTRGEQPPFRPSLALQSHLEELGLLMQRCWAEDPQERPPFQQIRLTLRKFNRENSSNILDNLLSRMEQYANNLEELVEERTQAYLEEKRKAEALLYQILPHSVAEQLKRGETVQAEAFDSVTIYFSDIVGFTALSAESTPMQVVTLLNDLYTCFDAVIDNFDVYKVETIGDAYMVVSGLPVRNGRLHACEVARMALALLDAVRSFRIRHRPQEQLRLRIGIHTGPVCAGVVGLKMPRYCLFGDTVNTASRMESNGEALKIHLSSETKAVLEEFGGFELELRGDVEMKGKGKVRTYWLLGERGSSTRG
HTRA1 inhibitor: inhibitors of human serine peptidase HTRA1 | Q92743 | recombinant HTRA1, FP-rhodamine activity-based probe, fluorescence polarization | inhibition, % at 5.96 µM | AID 504803 | 340,000 tested, 0.5% active; in the data active = inhibition above about 36%;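 note: 0% = enzyme with DMSO and 100% = wells lacking enzyme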
PRMT1 inh: PRMT1 (human) inhibition, primary screen; Q99873; recombinant PRMT1, activity-based probe fluorescence polarization; inhibition, % at 2.79 µM; 370,000 tested, 1.3% active; AID 652257;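 active = inhibition above about 21% made by adding two undisclosed values, limit read from the data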
TCR CD3 inh: human TCR-CD3 binding inhibition; TAMRA-labeled TCR probe fluorescence, biochemical; inhibition, % at 9.4 µM; 360,000 tested, 0.37% active; in the data active = inhibition above about 19%;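 note: recombinant mutant TCR 2C K166C tagged with TAMRA read by polarization; 0% = receptor in buffer alone and 100% = receptor with positive control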
SIAE primary: human SIAE inhibition, primary screen. Q9HAT2. SIAE FP-Rh probe binding, fluorescence polarization. inhibition, % at 9.66 µM. 370,000 tested, 0.69% active. AID 1053197;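 active = inhibition above a cutoff: mean of compounds within the control limits plus 3 SD of those, cut at about 17% in these data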;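 note: 0% = plate median of compound wells and 100% = probe without SIAE protein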
NPR2 activator: GC-B (human) receptor activation | 370,000 tested, 0.11% active | HEK293-GC-B cells, CNP EC30, cGMP TR-FRET; 0% at EC30 CNP, 100% saturating CNP | activation, % at 10 µM | P20594;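 active = activation at 10 µM reaching about 35% in either raw or pattern-adjusted values, limit read from the data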
UHRF1 MBD2 ctr: blocks human UHRF1 binding to methylated DNA | Q96T88 | UHRF1 binding to methylated oligo, TR-FRET | inhibition, % at 4.4 µM | 370,000 tested, 0.75% active | AID 687016; in the data active = inhibition above about 21%;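 note: UHRF1 SRA domain binding a hemimethylated CpG hairpin DNA probe; 0% = median of test compound wells and 100% = reference inhibitor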
mABHD4 FP: inhibits mouse alpha/beta hydrolase domain 4. inhibition, % at 8.92 µM. 370,000 tested, 0.54% active. AID 720543. Q8VD66. purified mABHD4, FP-Rh probe fluorescence polarization;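 active = inhibition exceeding the mean over every tested compound plus 3 SD, cut at about 30% in these data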;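 note: 0% = plate median of compound wells and 100% = S159A mutant with DMSO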
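System: mouse ABHD4 enzyme, wild type / Medium: HEPES pH 7.0, NaCl, Pluronic buffer / Reagent: FP-Rh activity-based fluorescent probe / Control set: S159A mutant high control, sample median low control / Detection: fluorescence polarization with parallel and perpendicular emission, 525/598 nm / Schedule: 45 min + 60 min at 25 °C / Compound dosing: 8.92 µM, single dose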
rCAG binder: molecules binding r(CAG) RNA repeats. inhibition, % at 3 µM. AID 651821. 370,000 tested, 1.3% active. r(CAG) RNA repeat, TO-PRO-1 dye displacement fluorescence;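 active = inhibition above the plate cutoff, the mean of all test compounds on that plate plus 3 SD, cut at about 35% in these data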;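 note: 0% = DMSO alone and 100% = 100 µM mitoxantrone as full dye displacement; higher means more dye released from RNA so lower well fluorescence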
* hit, by the source's call; · = not tested or not shown. This is a subset, so the mix of outcomes need not match the whole.

SMILES	MBD2 DNA inh	NPR1 activator	HTRA1 inhibitor	PRMT1 inh	TCR CD3 inh	SIAE primary	NPR2 activator	UHRF1 MBD2 ctr	mABHD4 FP	rCAG binder
CC(C)n1nccc1NC(=O)COC(=O)c1ccc(NC(N)=O)cc1	-1	2	1	-1	-1	-2	-2	3	2	0
CC(C)(C)n1nnnc1C(c1cccs1)N1CCN(Cc2ccccc2)CC1 (stereo unspecified)	6	-10	1	2	2	-2	-3	4	-1	-5
COc1ccc(-c2[nH]ncc2[C@@H]2C[C@H]3CN(Cc4ccccc4C)C(=O)[C@]34CCCN24)cc1	-2	-32	-22	-2	0	6	-15	4	5	4
Cc1cc(C)cc(NC(=O)CSc2nc3c(oc4ccccc43)c(=O)n2-c2ccccc2)c1	-2	-2	0	-2	2	-27	-2	-3	0	9
CC(=O)c1cc2c(cc1NC(=O)CSc1nnc(C3CC3)n1C)OCO2	-6	-2	0	-4	-6	4	-10	-2	-2	2
C=CCn1c(CCSCc2ccccc2)n[nH]c1=S	0	1	-5	1	-1	3	-2	-4	-2	-3
O=C(CN1CCCCC1)Nc1ccc(NC(=O)c2ccc(Cl)cc2)cc1Cl	3	7	-11	0	-2	2	-1	-3	-5	0
COc1ccc2[nH]c(=O)c(CN(CCO)S(=O)(=O)c3ccc(C)cc3)cc2c1	-2	-6	4	-3	0	0	-8	2	0	-3
CC(C)CNC(=O)NC(=O)COC(=O)C1CSC2(c3ccc(F)cc3)CCC(=O)N12 (stereo unspecified)	2	-2	-3	0	0	0	-2	-1	3	-4
O=C1CCc2cc(NS(=O)(=O)c3ccc([N+](=O)[O-])cc3)cc3c2N1CCC3	3	-3	6	0	-1	14	-1	-1	9	2
O=C1NCCN(CC2CCN(CCC3CCCC3)CC2)C1=O	0	2	7	1	4	1	1	1	4	1
CCCN(CCC)CC(=O)NCC1(c2ccccc2)CCOCC1	-4	-4	0	2	9	-3	1	-1	5	-9
O=C(c1cc(-c2ccccc2Cl)nc2ccc(Br)cc12)N1CCN(c2ccccn2)CC1	1	-6	-21	4	1	0	0	4	2	5
COC(=O)c1cc(C(C)=O)n2ccccc12	7	5	1	2	3	11	-4	-2	11	-2
COc1ccccc1NC(=O)CSc1nc2[nH]ncc2c(=O)[nH]1	1	3	6	-3	3	-1	-2	0	-2	2
CN=Cc1sc2ccccc2c1O	-2	3	4	52*	-9	-10	-5	2	1	-3
COc1ccc(S(=O)(=O)N(C)Cc2ccc3c(c2)OCCO3)cc1	-8	5	-10	-2	4	-2	0	1	-9	0
CC(C)(C)OC(=O)CC[C@@H](C(=O)N1CCN(C(=O)OC(C)(C)C)CC1)n1cc(C(Cc2ccc(O)cc2)NC(=O)OC(C)(C)C)nn1 (stereo partly specified)	-5	-3	-6	1	7	0	4	-1	4	-7
COc1ccc([N+](=O)[O-])cc1NC(=O)C(C)Sc1ccccc1 (stereo unspecified)	-2	0	-11	-2	6	0	-1	1	-7	-1
S=C(Nc1ccc(Cl)cc1)NC1CC2CCCC(C1)N2C1CC1 (stereo unspecified)	2	·	-3	-4	1	4	·	2	5	-2
CN=c1scc(-c2ccccc2F)n1/N=C/c1ccc[nH]1	0	-5	27	7	-10	-3	2	12	-1	10
O=C(CSCc1ccccc1Br)Nc1ccccc1	4	-1	-14	-1	7	7	-1	-1	1	-3
CC(O)(CS(=O)(=O)Cc1ccccc1Cl)C(=O)Nc1cccc(C(F)(F)F)c1 (stereo unspecified)	7	-4	-6	4	-7	-9	4	3	-11	6
CCn1c(SCC(=O)NC2=NCCS2)nnc1C(C)NC(=O)c1ccccc1F (stereo unspecified)	6	2	4	4	-2	5	6	1	-2	0
CCc1ccc2c(c1)c1nnc(NN)nc1n2C	-2	4	-8	-4	3	6	6	-6	4	22
COc1cccc(CNC(=O)C(=O)NCCc2ccc(OC)c(OC)c2)c1	0	1	2	-1	2	4	3	2	-3	-9
O=C(NCCN1CCCC1)c1ccc(Cn2c(=S)[nH]c3cc4c(cc3c2=O)OCO4)cc1	0	1	5	2	-2	-12	2	-2	0	6
COc1ccc(S(=O)(=O)N2CCN(C(=S)Nc3ccc(S(N)(=O)=O)cc3)CC2)cc1	1	3	2	1	-1	6	4	3	-3	10
Cc1ccc(S(=O)(=O)N2CCN(Cc3ccccn3)CC2)cc1	-4	7	-16	-2	2	1	-2	1	12	-3
COCCN=C1N[C@@H](c2cccc(C(F)(F)F)c2)C(C(=O)OC)=C(C)N1Cc1ccccc1	-3	-13	1	0	0	0	-19	0	14	1
COc1cc2c(cc1OC)CN(C(=O)c1sccc1C)CC2	-1	2	3	-6	1	5	6	-2	-3	-3
CC1CCN(S(=O)(=O)c2ccc3c(c2)C(=NO)c2cc(S(=O)(=O)N4CCC(C)CC4)ccc2-3)CC1	2	7	-14	-1	-3	2	6	0	9	5
Cc1ccc2c(c1)C(=O)C(=O)N2CCOc1ccccc1	-10	-9	-20	8	-15	-2	-7	0	-7	-2
COCCn1c(SCC(=O)c2ccccc2)nc2c(c1=O)SC(C)C2 (stereo unspecified)	-3	-2	0	0	4	3	-1	8	1	-5
CCOc1ccc(NS(=O)(=O)c2cc(C(=O)N(CC)CC(=O)NCc3cccs3)ccc2C)cc1	-1	-1	2	-2	1	8	0	-1	-4	0
CCOc1ccccc1NC(=O)CSc1nc2ccccc2c(=O)n1CC1CCCO1 (stereo unspecified)	2	-5	-11	8	-2	5	3	4	-12	3
COc1ccc(-c2cc(=O)c3c(O)cc(O)cc3o2)cc1	8	-4	-9	5	-1	-20	-5	-5	-1	6
Cc1ccc(NC(=O)Cn2nnc(-c3ccccc3F)n2)cc1C	0	1	·	17	·	5	1	1	4	5
O=C(Cn1ncc(Cl)c(Cl)c1=O)NC1CCCCC1	0	2	-1	8	0	-7	1	-2	6	3
CC(=O)Nc1ccc(S(=O)(=O)NC2(C(F)(F)F)N=C(c3ccccc3)NC2=O)cc1 (stereo unspecified)	-1	5	-3	2	-3	-1	11	2	4	-1
COc1ccc(-c2nc(=S)n3ccsc3n2)cc1OC	-4	6	6	1	-2	3	0	1	0	0
C=CCN(C(=O)c1ccc(Cl)cc1)c1ccccc1C(=O)NCC(=O)O	2	0	-2	0	2	2	-1	1	-6	-4
COCCN=C1N[C@@H](c2ccc(Br)cc2)C(C(=O)OC)=C(C)N1Cc1ccccc1	-3	-21	5	-3	-1	0	-23	-2	11	1
COc1ccc2[nH]c3c(c2c1)CCN1C(=O)C(CC(=O)NCc2ccco2)C[C@H](C(=O)N2CCOCC2)[C@@]31C (stereo partly specified)	0	-3	1	-5	-2	-10	2	-1	4	2
CS(=O)(=O)N(CC(=O)NCc1ccccc1)C1CCCCC1	-3	2	2	0	-3	-1	2	0	-4	0
Cc1nc(N2CCN(Cc3ccccc3)CC2)nc2c1CCC2	0	1	8	-1	6	1	2	-4	3	-7
COc1cc(C)cc(CN2CCC(Cc3ccccc3)CC2)c1O	-1	-2	5	0	4	1	5	0	1	-6
C=CCn1cccc(C(=O)Nc2ccc(C)cc2)c1=O	1	4	0	-1	0	2	-3	-2	-7	-4
CCNc1cc(Cl)nc(SC)n1	-9	2	2	0	4	1	-2	1	-1	-1
COc1ccc(-c2cc3cc(-c4cc(OC)c(OC)c(OC)c4)ccc3o2)cc1	2	-1	-5	3	5	-1	6	4	-3	11
COc1ccc(CC(=O)Nc2nc(-c3cccc([N+](=O)[O-])c3)cs2)cc1	-4	12	-2	-5	7	0	6	-4	2	6
OCCN1CCN(CC(O)COCCOc2ccc(Br)cc2)CC1 (stereo unspecified)	-4	-1	5	4	1	0	3	3	3	-2
N/C(=N\O)c1ccc(NC(=O)c2cccs2)cc1	5	5	5	1	15	0	7	2	-9	4
CC(C)CNC(=O)C1C(=O)Nc2ccccc2C(=O)N1C(C)(C)C (stereo unspecified)	-3	2	·	-1	5	-6	4	-2	1	3
Cc1cc(=O)[nH]c2c(C)cc(S(=O)(=O)Nc3ccc(O)cc3)cc12	-3	4	-2	5	-3	3	6	2	1	3
O=c1oc2ccccc2c(CNc2ccccc2)c1[N+](=O)[O-]	13	3	-1	1	6	3	0	20	3	6
COc1ccc(Br)cc1/C=N/NC(=O)CNC(=O)C1COc2ccccc2O1 (stereo unspecified)	1	0	-3	-2	7	-6	-3	-3	-1	2
COc1cc([N+](=O)[O-])ccc1NC(=O)NNC(=O)CCc1ccccc1	-6	-3	-3	-4	0	-7	1	-3	-8	2
CCOc1ccc(-n2c(=O)c3ccccc3c3ccccc3c2=O)cc1	4	-24	3	5	-9	-9	-6	4	3	1
OCC1(Cc2ccccc2)CCN(Cc2ccccn2)CC1	2	9	1	3	-4	-6	6	4	-8	-3

Some of the entries above in a different format.
Fields: MBD2 DNA inh	NPR1 activator	HTRA1 inhibitor	PRMT1 inh	TCR CD3 inh	SIAE primary	NPR2 activator	UHRF1 MBD2 ctr	mABHD4 FP	rCAG binder
> OCC1(Cc2ccccc2)CCN(Cc2ccccn2)CC1
 : 2	9	1	3	-4	-6	6	4	-8	-3
> S=C(Nc1ccc(Cl)cc1)NC1CC2CCCC(C1)N2C1CC1 (stereo unspecified)
 : 2	·	-3	-4	1	4	·	2	5	-2
> COc1cccc(CNC(=O)C(=O)NCCc2ccc(OC)c(OC)c2)c1
 : 0	1	2	-1	2	4	3	2	-3	-9
> CC(C)(C)OC(=O)CC[C@@H](C(=O)N1CCN(C(=O)OC(C)(C)C)CC1)n1cc(C(Cc2ccc(O)cc2)NC(=O)OC(C)(C)C)nn1 (stereo partly specified)
 : -5	-3	-6	1	7	0	4	-1	4	-7
> Cc1nc(N2CCN(Cc3ccccc3)CC2)nc2c1CCC2
 : 0	1	8	-1	6	1	2	-4	3	-7
> O=C(CN1CCCCC1)Nc1ccc(NC(=O)c2ccc(Cl)cc2)cc1Cl
 : 3	7	-11	0	-2	2	-1	-3	-5	0

The results go on.
SMILES	MBD2 DNA inh	NPR1 activator	HTRA1 inhibitor	PRMT1 inh	TCR CD3 inh	SIAE primary	NPR2 activator	UHRF1 MBD2 ctr	mABHD4 FP	rCAG binder
C/C(=N\N=C1/NC(=O)C(C)S1)c1ccco1 (stereo unspecified)	-1	1	3	-7	5	2	3	-3	1	3
Cn1c(=O)c([N+](=O)[O-])c(NCCc2ccccc2)c2ccccc21	1	2	-26	-2	3	-8	9	2	3	2
Cc1cc(Cl)nc(-c2ccccc2)n1	5	0	13	2	0	1	1	1	3	-1
CCC(=O)N1CCC1(C)C(=O)Nc1cccc(OC)c1 (stereo unspecified)	0	-1	·	-6	3	4	-3	-2	0	2
Cc1ccc(S(=O)(=O)Nc2cc(C)on2)cc1	-2	-4	-3	-2	-1	0	3	1	-3	2
COc1ccc(NC(=O)CN2CCN(C(=O)N3CCOCC3)CC2)cc1	6	3	-5	6	-1	1	-5	7	3	-1
N#CC1(NC(=O)CN2C(=O)NC(Cc3c[nH]c4ccccc34)C2=O)CCCCC1 (stereo unspecified)	1	2	1	0	-3	4	2	1	-4	1
COc1ccc2cc3cc(C(=O)NC4CC4)sc3nc2c1	5	-1	-7	5	-11	-10	0	0	-8	-2
O=C(N/N=C/c1c(F)cccc1Cl)C1CC1	2	5	0	0	0	-5	6	3	1	1
CCOC(=O)N1CCN(C2CC(=O)N(c3ccc(F)cc3)C2=O)CC1 (stereo unspecified)	-1	3	-2	2	1	4	-2	6	4	-2
CCCCNC(=O)CCC(=O)Nc1ccc2nc(N3CCOCC3)cc(C)c2c1	1	3	-5	-1	-3	24*	-3	0	-1	-8
CN(C)c1nc(-c2cn(CCC#N)c3ccccc23)cs1	-7	0	3	6	8	5	-5	-6	19	13
Cc1cc(C)n2nc(Cc3ccccc3)nc2n1	0	7	2	-2	2	1	8	2	-1	0

Screens deposited in PubChem BioAssay by several laboratories.
